# USP1 inh – blocks the human USP1/UAF1 deubiquitinase complex; O94782; recombinant USP1/UAF1, Ub-Rhodamine cleavage fluorescence; Potency, µM (doses to about 57.1 µM), inactives show at the highest dose activity change, negative = inhibition, usual class: inhibitors; 0.23% of 390,000 active; AID 743255; further: on the % scale 0 is the no-effect control and ±100 the full control effect; nearly all actives have a fitted effect of over 60% in size; inactives centre near -12
#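 Step one: compound is pinned into 1nM USP1/UAF1 in HEPES pH 7.8 buffer with TCEP. Step two: 15 min room-temperature incubation. Step three: Ub-Rho (150nM final) starts cleavage, tracked by fluorescence over six one-minute reads.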
# Vif-APOBEC3F blk – Vif-A3F binding inhibition; 0.2% of 390,000 active; AID 602313; Potency, µM (highest dose often 46.1 µM), for the others: top-dose activity, negative = active; HeLa A3F-eYFP + Vif (tagged APOBEC3F with the HIV-1 protein that degrades it), YFP fluorescence increase; further: % of control where 0% means no effect; nearly all actives have a fitted effect of over 65% in size
#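 HeLa cells stably expressing A3F-eYFP plus Vif, plated and incubated overnight at 37 deg C, then exposed to compounds overnight at 37 deg C. Blocked degradation read as raised yellow fluorescence (Ex 488/Em 500-530).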
# RGS4 inhibitor – human RGS4 inhibition | P49798 | Transcreener GDP fluorescence polarization, RGS4-accelerated GTP hydrolysis | Potency, µM (highest dose often 114 µM), inactives show at the top dose activity change, negative = inhibition, actives largely listed as inhibitors | 0.039% of 390,000 active | AID 504845; further: on the % scale 0 is the no-effect control and ±100 the full control effect; nearly all actives have a fitted effect of over 75% in size; some results filed as inactive show a strong effect at the top dose
# Target sequence (P49798 whole entry, looked up): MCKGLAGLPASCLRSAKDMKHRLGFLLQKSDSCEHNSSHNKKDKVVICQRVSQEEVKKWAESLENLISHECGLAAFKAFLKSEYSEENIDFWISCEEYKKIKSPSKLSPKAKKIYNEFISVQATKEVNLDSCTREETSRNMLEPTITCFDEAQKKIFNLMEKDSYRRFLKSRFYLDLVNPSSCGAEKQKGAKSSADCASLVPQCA
#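 MLSMR compounds (23 nl, pin-transferred) preincubated 10 min at room temperature with a 500nM (2x) first reagent, then RGS4 at 900nM (2x) plus Transcreener GDP mix added; fluorescence polarization (620/688 nm) read before and after 90 min at 30 °C.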
# rTrxR1 inhibitor – inhibitors of rat thioredoxin reductase 1 | O89049 | recombinant rTrxR1, NADPH fluorescence consumption, selenite substrate | Potency, µM (top dose mostly 114 µM), for inactives: at the highest dose activity change, negative = inhibition, most hits filed as inhibitors | 1% of 390,000 active; further: on the % scale 0 is the no-effect control and ±100 the full control effect; nearly all actives have a fitted effect of over 65% in size
#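 Rat TrxR1 (90 nM in the dispensed reagent) was pre-reduced with 400 uM NADPH for 5 min at room temperature, then incubated with compound for 15 min. After 400 uM selenite was added, NADPH fluorescence (Ex 340/Em 450 nm) was followed for 8 min.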
# 12-LOX inh – inhibitors of human 12S-lipoxygenase ALOX12; Potency, µM (titrated, usually from 108 µM), inactives show at the highest dose activity change, negative = inhibition, most hits filed as inhibitors; purified 12hLO, xylenol orange hydroperoxide absorbance; AID 1671190; 1.1% of 580,000 active; further: on the % scale 0 is the no-effect control and ±100 the full control effect
# Target sequence (P18054 whole entry, looked up): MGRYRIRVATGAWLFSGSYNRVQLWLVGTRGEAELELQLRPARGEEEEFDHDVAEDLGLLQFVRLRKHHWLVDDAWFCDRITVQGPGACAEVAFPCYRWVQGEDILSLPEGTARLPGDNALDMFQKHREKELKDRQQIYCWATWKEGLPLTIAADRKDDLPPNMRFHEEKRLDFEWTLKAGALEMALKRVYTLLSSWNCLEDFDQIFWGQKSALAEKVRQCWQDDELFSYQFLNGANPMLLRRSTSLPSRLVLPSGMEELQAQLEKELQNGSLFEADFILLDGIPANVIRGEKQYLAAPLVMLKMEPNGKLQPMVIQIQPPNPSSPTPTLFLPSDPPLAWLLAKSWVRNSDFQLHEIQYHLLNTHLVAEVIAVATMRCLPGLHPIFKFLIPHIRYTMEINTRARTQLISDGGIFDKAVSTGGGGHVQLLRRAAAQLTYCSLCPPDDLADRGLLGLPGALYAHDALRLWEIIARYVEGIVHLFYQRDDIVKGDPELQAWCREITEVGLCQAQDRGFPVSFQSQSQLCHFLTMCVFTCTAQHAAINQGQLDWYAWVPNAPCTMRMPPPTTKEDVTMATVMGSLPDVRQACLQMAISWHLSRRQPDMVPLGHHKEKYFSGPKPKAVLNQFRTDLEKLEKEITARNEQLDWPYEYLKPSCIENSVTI
#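 Hydroperoxide product was detected by ferrous iron/xylenol orange as the 573 to 405 nm absorbance ratio. Arachidonic acid at 40 uM (final) was turned over for 30 min at room temperature by 150 nM human 12hLO, pH 7.0 Hepes buffer, after 15 min compound preincubation.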
# RXFP1 ag – RXFP1 (human) receptor agonism. Q9HBX9. HEK293T-RXFP1 cAMP TR-FRET, 30 min; response scale: percent of porcine relaxin response, buffer zero. Potency, µM (titrated, usually from 57.5 µM), for the others: top-dose activation, hits mostly activators. 0.3% of 370,000 active. AID 2676; further: on the % scale 0 is the no-effect control and ±100 the full control effect; nearly all actives have a fitted effect of over 60% in size; many of its hits are not listed in these tables
#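 HEK293T cells stably expressing RXFP1 were pretreated with the PDE4 inhibitor Ro 20174, exposed to compounds for 30 min at 37C, lysed, and cAMP was read by TR-FRET. Data normalized to buffer (basal) and 29 nM porcine relaxin (100%).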
# Vif-A3G inh – blocks the Vif interaction with human APOBEC3G | Potency, µM (top dose mostly 46.1 µM), for inactives: at the top dose activity, negative = active, most hits filed as inhibitors | HeLa A3G-eYFP + Vif (tagged APOBEC3G with the HIV-1 protein that degrades it), YFP fluorescence, overnight | Q9HC16 | 0.076% of 410,000 active | AID 602310;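 further: on the % scale 0 is the no-effect control and ±100 the full control effect; nearly all actives have a fitted effect of over 60% in size; hits raise eYFP signal because A3G escapes Vif-driven loss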
#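 Read-out is eYFP fluorescence (Ex 488/Em 500-530) from Vif-expressing HeLa A3G-eYFP cells; more signal means A3G escaped Vif-mediated degradation. Cells plated overnight, compound pinned in, incubated overnight at 37 deg C.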
# mIDH1 inhibitor – inhibitors of human mutant IDH1 R132H; O75874; IDH1-R132H enzyme, NADPH consumption, diaphorase/resazurin fluorescence; Potency, µM (top dose mostly 76.6 µM), for the others: at the top dose activity change, negative = inhibition, most hits filed as inhibitors; 0.093% of 390,000 active; further: on the % scale 0 is the no-effect control and ±100 the full control effect; nearly all actives have a fitted effect of over 65% in size
#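 IDH1-R132H (0.5 ug/mL) preincubated 30 min with compound, then NADPH (0.016 mM) and alpha-KG (2 mM) added; 80 min at RT, pH 7.5. Remaining NADPH coupled via diaphorase/resazurin to fluorescence (540/590 nm); concentration-response curves normalized to no-enzyme control.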
# TrxR1 substrate – rat thioredoxin reductase 1 substrate activity. O89049. purified TrxR1 substrate turnover, NADPH consumption readout. AID 588456. 0.01% of 390,000 active. Potency, µM (titrated, usually from 114 µM), inactives show at the top dose activity change, negative = substrate turnover; further: on the % scale 0 is the no-effect control and ±100 the full control effect; nearly all actives have a fitted effect of over 50% in size
#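 Rat TrxR1, dispensed at 90 nM, was prereduced with 400 uM NADPH (final) for 5 min at ~22 deg C, then incubated with compound 15 min before 400 uM selenite. A first-read NADPH fluorescence drop versus no-compound background flagged substrates.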
# An asterisk follows results filed as active; ? = inconclusive; / = not tested or not shown; [ ] = remark or other dose. The call rests on the fitted dose curve; in most records, active means well fitted curve in the direction sought with a large enough effect; inconclusive means small, poorly fitted or top-dose-only effect, or another doubt; inactive means no such curve, though single readings can be large; an effect the other way counts as inactive or inconclusive. Potency means the concentration at half of the fitted maximal effect.
nr	SMILES	USP1 inh	Vif-APOBEC3F blk	RGS4 inhibitor	rTrxR1 inhibitor	12-LOX inh	RXFP1 ag	Vif-A3G inh	mIDH1 inhibitor	TrxR1 substrate
1	CCOc1ccc(NC(=O)CC2C(=O)N(c3ccccc3)C(=O)N2Cc2ccccn2)cc1 (stereo not given)	0%	-2%	20%	2%	-28%	0.3%	1%	-5%	-9%
2	Cc1c(NC(=O)C(=O)/C=C(\O)c2ccc(Br)cc2)c(=O)n(-c2ccccc2)n1C	-26%	2%	-10%	?	?	-1.0%	-9%	0%	-15%
3	CCCC/C=C/[C@@H](c1ccccc1)C1COC(=O)CC1O (stereo not given in full)	/	/	-6%	-6%	/	/	-3%	/	-9%
4	O=S(=O)(c1cccc2cccnc12)N1CCc2ccccc21	-4%	2%	-12%	-5%	0%	-0.5%	-1%	7%	-1%
5	COc1ccc(/C=C/C(=O)N2CCN(c3ccccc3)CC2)cc1S(=O)(=O)N1CCOCC1	-21%	-4%	-12%	13%[57.1 µM]	-3%	-3.0%	2%	0%	6%[57.1 µM]
6	O=C(Nc1ccc([N+](=O)[O-])cc1)/C(=C/c1cccc([N+](=O)[O-])c1)NC(=O)C1CCCCC1	?	0%	-17%	11%	-4%	3.5%	0%	5%	7%[57.1 µM]
7	O=C(CNC(=O)c1sc2ccccc2c1Cl)NC1CC1	-13%	1%	13%	15%	-3%	11%	-1%	-2%	2%
8	O=C(Cn1c(=O)n(-c2ccc(F)cc2)c(=O)c2sccc21)N1CCCC1	-1%	-4%	20%	11%	9%	0.2%	-8%	-2%	-4%
9	COc1ccc(-n2ccnc2SCC(=O)c2c(N)n(C3CC3)c(=O)[nH]c2=O)cc1	-15%	0%	/	/	-6%	/	-1%	-1%	/
10	O=C1CC(C(=O)Nc2ccc(Cl)cc2)n2ncnc2N1 (stereo not given)	-20%	-7%	-16%	13%[57.1 µM]	1%	-1.1%	0%	-2%	2%[57.1 µM]
11	COc1ccc(CCN=C(N)NS(=O)(=O)c2ccc(F)cc2)cc1	-6%	-15%	8%	12%[57.1 µM]	2%	-0.3%	-2%	17%	-4%[57.1 µM]
12	CCOc1ccc(NC(=O)CCC(=O)c2ccc(-c3ccccc3)cc2)cc1	-17%	2%	-25%	13%	15%	13%	0%	0%	8%
13	CCN(CC)S(=O)(=O)c1ccc(N2CCOCC2)c(NC(=O)COc2ccc(C#N)cc2)c1	-1%	6%	-1%	30%	13%	?	-1%	-1%	-1%
14	O=C(O)c1cnccn1	?	7%	5%	?	-8%	2.5%	-1%	3%	2%
15	O=C(Nc1ccccc1)Nc1ccccc1C(=O)NCc1ccccc1	-4%	-19%	3%	-8%	-25%	0.2%	-5%	-1%	-4%
16	CCOC(=O)CN1C(c2ccccc2O)Nc2ccc(Br)cc2C1c1ccccc1 (stereo not given)	-6%	-8%	-16%	-2%[57.1 µM]	-5%	0.2%	-2%	3%	1%[57.1 µM]
17	COCCNC(=O)/C(C#N)=C/c1cc(Br)c(O)c(OC)c1	-17%	-31%	3%	13%[57.1 µM]	63%[activator]	-3.1%	0%	16%	2%[57.1 µM]
18	O=C(CN(C(=O)c1csnn1)c1ccc(F)c(Cl)c1)NC1CCCCC1	-14%	-9%	1%	20%	2%	4.3%	0%	0%	0%
19	O=C(c1ccccc1Sc1ccccc1[N+](=O)[O-])N1CCCCC1	?	6%	21%	15%[57.1 µM]	-1%	-0.7%	-6%	-1%	-9%
20	O=C(CSc1nc(-c2cccs2)cc(C(F)(F)F)n1)Nc1cc(OCC(F)(F)F)cc([N+](=O)[O-])c1	-21%	-10%	-15%	-1%	?	0.2%	-1%	1%	-9%
21	CCCC(CCC)=NNc1ccc(S(=O)(=O)Nc2ccccc2OC)cc1[N+](=O)[O-]	-23%	-5%	-18%	-12%	13%	-1.4%	3%	0%	-8%
22	CNC(=O)C(C)NS(=O)(=O)c1ccc(F)cc1 (stereo not given)	-6%	-1%	22%	-12%	2%	1.2%	1%	0%	-10%
23	Cc1cccc(C(=O)N2CCN(c3ccc([N+](=O)[O-])c(N4CCOCC4)c3)CC2)c1	-5%	-6%	-7%[11.4 µM]	6%	-12%	2.7%	5%	4%	0%
24	Cc1ccc(CCNc2nc3ccccc3c3nc(-c4cccnc4)nn23)cc1	3%	-11%	14%	17%	-14%	-3.0%	5%	-10%	-2%
25	COc1ccccc1NC(=O)N1CCCC1C(=O)NCC1CCCO1 (stereo not given)	-16%	3%	0%[11.4 µM]	11%	3%	-1.9%	4%	2%	6%

# Retrieved by structure from the list above:
nr	SMILES	USP1 inh	Vif-APOBEC3F blk	RGS4 inhibitor	rTrxR1 inhibitor	12-LOX inh	RXFP1 ag	Vif-A3G inh	mIDH1 inhibitor	TrxR1 substrate
20	O=C(CSc1nc(-c2cccs2)cc(C(F)(F)F)n1)Nc1cc(OCC(F)(F)F)cc([N+](=O)[O-])c1	-21%	-10%	-15%	-1%	?	0.2%	-1%	1%	-9%
3	CCCC/C=C/[C@@H](c1ccccc1)C1COC(=O)CC1O (stereo not given in full)	/	/	-6%	-6%	/	/	-3%	/	-9%
19	O=C(c1ccccc1Sc1ccccc1[N+](=O)[O-])N1CCCCC1	?	6%	21%	15%[57.1 µM]	-1%	-0.7%	-6%	-1%	-9%

# Additional entries:
nr	SMILES	USP1 inh	Vif-APOBEC3F blk	RGS4 inhibitor	rTrxR1 inhibitor	12-LOX inh	RXFP1 ag	Vif-A3G inh	mIDH1 inhibitor	TrxR1 substrate
26	CCOC(=O)c1cnc2ccc(C(=O)OC)cc2c1Nc1ccc2c(c1)OCCO2	-20%	-8%	0%	6%	-12%	2.8%	2%	0%	5%
27	O=C(Nc1ccccc1-c1nc2ccccc2s1)c1cccnc1	6%	-2%	3%	-10%[57.1 µM]	-20%	4.8%	2%	-2%	4%[57.1 µM]
28	CCOC(=O)CCCCCN1C(=O)c2cccc3cccc(c23)C1=O	-24%	9%	14%	22%	0%	0.8%	4%	-2%	19%
29	Cc1cc2c3c(c1)C(C)(c1ccccc1)CC(C)(C)N3C(=O)C21C(C#N)=C(N)OC2=C1C(=O)CC(C)(C)C2 (stereo not given)	-23%	-2%	-15%	-7%	11%	-0.1%	1%	6%	-14%
30	CN(C1CC(C)(C)N(O)C(C)(C)C1)S(=O)(=O)CC12CCC(CC1=O)C2(C)C (stereo not given)	-15%	-4%	-20%	4%[57.1 µM]	-19%	-0.3%	2%	16%	9%[57.1 µM]
31	O=S(=O)(NCCSc1nnnn1-c1ccccc1)c1ccc(F)cc1	-20%	3%	-8%	2%	0%	1.3%	2%	8%	-5%
32	COc1ccc(Cl)cc1NC(=O)N1CC(=O)Nc2sc3c(c2C1c1ccccc1)CCCC3 (stereo not given)	-25%	2%	7%	21%	-2%	-0.3%	-9%	3%	1%
33	CCOC(=O)C1C(=O)NC(N2CCOCC2)=NC1C(C)C (stereo not given)	-7%	1%	-26%	19%	0%	2.0%	1%	3%	9%
34	NC(=O)c1ccsc1NC(=O)COC(=O)CCOc1ccccc1	17%	?	4%	10%	?	1.3%	?	24%	8%
35	O=C(CN1C(=O)c2ccccc2C1=O)N1CCN(C(=O)c2ccco2)CC1	-1%	-3%	19%	3%	-20%	0.6%	1%	-3%	-7%
36	COc1cc(-c2cc3n(C)c(C)c(CCC(=O)NC4CCCCC4)c(=O)n3n2)cc(OC)c1OC	?	-6%	9%	26%[57.1 µM]	-7%	-0.1%	-1%	-11%	5%[57.1 µM]
37	Cc1c(F)cccc1NS(=O)(=O)c1cccs1	8%	-2%	-8%	23%[57.1 µM]	-1%	-1.0%	-5%	20%	1%[57.1 µM]
38	COC(=O)c1sc2ncccc2c1OCc1cccc(Cl)c1	-22%	-4%	-7%	17%	0%	0.8%	3%	14%	17%
39	Cc1ccc(NS(=O)(=O)c2cccc(C(=O)N3CCOCC3)c2)cc1	-6%	-6%	8%	-7%	7%	-2.1%	0%	8%	-7%
40	CCOC(=O)c1c(NC(=O)c2ccccc2C)sc2c1CC(C)(C)OC2	-18%	-6%	-43%	27%	?	2.7%	-5%	2%	15%[57.1 µM]
41	Cc1[nH]c2ccccc2c1CC(=O)O	-15%	4%	-1%	-15%[57.1 µM]	-22%	1.9%	-1%	-1%	14%
42	O=C(Nc1ccc2nc(-c3cccs3)c(-c3cccs3)nc2c1)N1CCCCC1	/	/	-6%	14%	/	/	-2%	/	14%
43	O=C(OCC(=O)N1CCN(c2ccccc2)CC1)c1cc(F)c(F)cc1Cl	-18%	0%	/	/	11%	/	0%	9%	/
44	Cc1ccc(-c2nc(CS(=O)CC(=O)NCc3ccco3)c(C)o2)cc1 (stereo not given)	-14%	9%	17%	?	-27%	-0.4%	3%	-8%	-1%
45	CCOC(=O)c1cncc(O)c1	0%	-1%	16%	1%	10%	5.9%	7%	2%	1%
46	COc1cc(NS(=O)(=O)c2cc(Br)cc3c2N(C(C)=O)C(C)C3)cc(OC)c1 (stereo not given)	-22%	5%	-6%	4%[57.1 µM]	-3%	-0.1%	5%	-8%	-7%[57.1 µM]
47	Cc1ccccc1-c1nnc(SCC(=O)N2CCCCC2)o1	-28%	5%	-13%	2%	-8%	10%	0%	-11%	1%
48	COc1ccc(CCNC(=O)CN2C(=O)c3ccccc3S2(=O)=O)cc1	-6%	2%	40%	3%[57.1 µM]	?	0.8%	-1%	-2%	-9%

# This is a subset; rates above refer to the full screens.
